# MITF inh: blocks human microphthalmia-associated transcription factor; 0.91% of 650,000 active; inhibition, % at 2.6 µM; AlphaScreen MITF homodimerization, bead proximity signal; AID 1259374; in the data active = inhibition above about 50%;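 note: 0% = vehicle wells with protein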
# FBW7 act: activators of human E3 ligase FBW7 | normalized activity (activation), % at 26.1 µM | Q969H0 | 0.13% of 650,000 active | AlphaScreen FBW7–phospho-cyclin E peptide binding, activator screen | AID 1259310; in the data active = normalized activity above about 1.9%;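 note: purified mutant Fbw7 with reduced substrate affinity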
# Target sequence (Q969H0 whole entry, looked up): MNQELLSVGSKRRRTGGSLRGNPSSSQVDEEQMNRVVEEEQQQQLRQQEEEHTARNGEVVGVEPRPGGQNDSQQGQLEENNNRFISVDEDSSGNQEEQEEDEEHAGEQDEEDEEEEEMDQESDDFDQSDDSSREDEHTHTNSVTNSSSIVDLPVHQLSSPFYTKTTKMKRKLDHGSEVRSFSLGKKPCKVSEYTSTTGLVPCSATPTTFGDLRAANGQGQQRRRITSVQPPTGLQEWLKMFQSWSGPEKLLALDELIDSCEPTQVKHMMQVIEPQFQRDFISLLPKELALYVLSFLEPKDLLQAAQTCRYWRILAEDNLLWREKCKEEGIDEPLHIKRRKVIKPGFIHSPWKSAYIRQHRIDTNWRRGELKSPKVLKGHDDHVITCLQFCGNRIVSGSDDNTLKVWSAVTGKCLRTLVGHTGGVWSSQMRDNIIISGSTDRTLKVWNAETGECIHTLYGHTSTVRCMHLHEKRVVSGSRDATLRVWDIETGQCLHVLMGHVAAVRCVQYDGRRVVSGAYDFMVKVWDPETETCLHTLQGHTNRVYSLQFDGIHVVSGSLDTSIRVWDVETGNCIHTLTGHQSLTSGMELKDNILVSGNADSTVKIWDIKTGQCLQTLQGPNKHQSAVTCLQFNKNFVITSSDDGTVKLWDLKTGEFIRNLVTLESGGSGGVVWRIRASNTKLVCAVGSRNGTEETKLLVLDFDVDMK
# TEAD-YAP block: TEAD-YAP interaction inhibition. HEK-TIYL cells, TEAD-Gal4/YAP UAS-luciferase luminescence. inhibition, % at 9.12 µM. 1.4% of 640,000 active. AID 1259422; in the data active = inhibition above about 32%;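 note: 0% = median of test compound wells and 100% = reference inhibitor wells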
# GPR151 ag: activates the human receptor GPR151 | PathHunter beta-arrestin GPR151 cells, luminescence | 1% of 650,000 active | activation, % at 11.2 µM | Q8TDV0; in the data active = activation above about 4.9%;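 note: 0% = median of compound wells and 100% = cells with positive control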
# Numbers without * were called inactive.
1: O=C(NC1CCC2(CC1)OCCO2)c1cc(S(=O)(=O)N2CCCC2)ccc1F
2: CCOC(=O)CNC(=O)COc1ccc(Cl)cc1Cl
3: CN1C(=O)c2c(N/N=C/c3ccccc3)cc([N+](=O)[O-])cc2S1=O (stereo not given)
4: CC1=C(C(=O)Nc2ccccc2F)C(c2ccc(C)cc2)C2=C(CCCC2=O)N1 (stereo not given)
5: N#C/C(=C/c1cccc(C(F)(F)F)c1)C(=O)NCc1ccccc1
6: CC(NC(=O)Cn1c(=O)oc2cc(S(=O)(=O)N3CCCC3)ccc21)c1ccccc1 (stereo not given)
7: Cc1cc(C(F)(F)F)nn1CC(=O)Nc1ccc2c(c1)OCO2
8: COCC(=O)Nc1ccc(N2CCN(c3ccccc3)CC2)c(F)c1
entry no.,1,2,3,4,5,6,7,8
MITF inh,-4.1,-9.9,11.3,17.6,12.5,17.8,-0.8,2.4
FBW7 act,0.1,-0.1,0.1,0.9,0.0,0.2,-0.1,0.0
TEAD-YAP block,2.6,6.1,2.2,-12.5,15.3,6.2,12.2,4.4
GPR151 ag,-0.4,-1.4,-0.2,1.1,-1.1,-0.5,-0.1,0.7

9: COC(=O)CCC(=O)c1oc2ccc(Cl)cc2c1N
10: COc1ccc(Cc2noc(-c3ccccc3C)n2)cc1OC
11: COC(=O)c1ccc(CN2CCCCC2)o1
12: CCOC(=O)c1c(NC(C)=O)sc2c(OCC(=O)Nc3c(C)cccc3C)c(Br)ccc12
13: O=[N+]([O-])c1ccc(Cl)c(S(=O)(=O)NCC2CCCO2)c1 (stereo not given)
14: CCOC(=O)C1=C(CN2CCN(C(C)CC)CC2)NC(=O)NC1c1ccc(OC)cc1 (stereo not given)
15: Cc1ccc(NC(=O)Cn2ccn(Cc3ccccc3)c(=O)c2=O)cc1C
16: Cc1ccccc1Cn1c(C)cc(C)c(C#N)c1=O
entry no.,9,10,11,12,13,14,15,16
MITF inh,2.5,4.8,0.8,8.0,21.6,0.9,-4.3,-11.0
FBW7 act,0.5,0.1,0.1,0.1,0.1,0.0,0.1,0.0
TEAD-YAP block,-62.6,-2.9,11.7,-5.5,-1.0,2.7,-6.6,0.7
GPR151 ag,-0.4,1.8,0.2,-0.6,0.4,-0.8,-1.3,-1.3

# A different layout for some results above:
16) Cc1ccccc1Cn1c(C)cc(C)c(C#N)c1=O
  MITF inh: -11.0 | FBW7 act: 0.0 | TEAD-YAP block: 0.7 | GPR151 ag: -1.3
12) CCOC(=O)c1c(NC(C)=O)sc2c(OCC(=O)Nc3c(C)cccc3C)c(Br)ccc12
  MITF inh: 8.0 | FBW7 act: 0.1 | TEAD-YAP block: -5.5 | GPR151 ag: -0.6
10) COc1ccc(Cc2noc(-c3ccccc3C)n2)cc1OC
  MITF inh: 4.8 | FBW7 act: 0.1 | TEAD-YAP block: -2.9 | GPR151 ag: 1.8
15) Cc1ccc(NC(=O)Cn2ccn(Cc3ccccc3)c(=O)c2=O)cc1C
  MITF inh: -4.3 | FBW7 act: 0.1 | TEAD-YAP block: -6.6 | GPR151 ag: -1.3

# Copied from above, compounds 12–16
12: CCOC(=O)c1c(NC(C)=O)sc2c(OCC(=O)Nc3c(C)cccc3C)c(Br)ccc12
13: O=[N+]([O-])c1ccc(Cl)c(S(=O)(=O)NCC2CCCO2)c1 (stereo not given)
14: CCOC(=O)C1=C(CN2CCN(C(C)CC)CC2)NC(=O)NC1c1ccc(OC)cc1 (stereo not given)
15: Cc1ccc(NC(=O)Cn2ccn(Cc3ccccc3)c(=O)c2=O)cc1C
16: Cc1ccccc1Cn1c(C)cc(C)c(C#N)c1=O
entry no.,12,13,14,15,16
MITF inh,8.0,21.6,0.9,-4.3,-11.0
FBW7 act,0.1,0.1,0.0,0.1,0.0
TEAD-YAP block,-5.5,-1.0,2.7,-6.6,0.7
GPR151 ag,-0.6,0.4,-0.8,-1.3,-1.3

# Later entries:
17: CCOc1ccc(/C(O)=C2/C(=O)C(=O)N(CCCN(C)C)C2c2ccc(N(C)C)cc2)cc1C (stereo not given)
18: COCC(C)NS(=O)(=O)c1ccc(Nc2cc(C)ccc2OC)c([N+](=O)[O-])c1 (stereo not given)
19: Cc1cc(C)n2nc(C(=O)OCC(=O)Nc3ccc([N+](=O)[O-])cc3)nc2n1
20: O=C(NC1CC1)c1ccc2nc(N3CCOCC3)sc2c1
21: CC(C)(C)n1nc2c(c1NC(=O)/C=C/c1ccccc1)CSC2
22: COc1ccc(S(=O)(=O)N(CC(=O)NC(C)C)c2ccc(C)cc2)cc1
23: CCOC(=O)CSc1nc2c(sc(=S)n2-c2c(C)cccc2C)c(=O)n1-c1ccccc1
24: O=C(NC1=NCCS1)[C@@H]1CCCN1S(=O)(=O)c1ccc(Cl)cc1
entry no.,17,18,19,20,21,22,23,24
MITF inh,-0.9,-9.3,-12.8,7.8,-0.5,-5.0,12.0,-2.2
FBW7 act,-0.5,-0.1,0.4,0.1,0.1,-0.1,0.6,0.1
TEAD-YAP block,-7.5,-3.4,14.8,-3.0,4.8,-3.1,-1.7,-10.7
GPR151 ag,-1.1,0.9,0.3,1.2,0.6,-1.1,-0.6,0.1

25: COc1ccc(CCC(=O)Nc2ccc(CC#N)cc2)cc1
26: O=C(c1ccc(SCc2cccnc2)c([N+](=O)[O-])c1)N1CCCCC1
27: CCN1CCN(c2ncc(C(=O)Nc3ccc(OC)c(Cl)c3)c3ccccc23)CC1
28: O=C(Cc1ccccc1)Nc1c2c(nn1-c1ccc(Oc3ccccc3)cc1)CSC2
29: COCc1cc(C)nc(SCC(=O)NCc2ccccc2)c1C#N
30: CS(=O)(=O)N(CC(N)=O)c1cc(Cl)c(Cl)cc1Cl
31: CC(C)N=Cc1cc2n(c1O)-c1ccccc1C2=O
32: COc1ccccc1NC(=O)C(Cc1ccccc1)N1C(=O)C2C3C=CC(C3)C2C1=O (stereo not given)
entry no.,25,26,27,28,29,30,31,32
MITF inh,-8.3,6.7,-0.3,15.4,4.5,-11.4,-22.5,4.0
FBW7 act,-0.1,-0.1,-0.3,0.1,-0.1,-0.2,-0.1,0.0
TEAD-YAP block,-4.1,-4.4,-15.1,-8.5,7.2,-1.3,9.0,30.2
GPR151 ag,-0.7,-0.5,0.9,0.6,0.1,0.5,1.9,1.4

33: CC(C)(C)OC(=O)N1CCCN(C(=O)Nc2ccccc2)CC1
34: COCCCNC(=O)C1=C(C)C(=O)OC12CCCCC2
35: Cc1nc2ccccc2nc1OCC(=O)c1cc(C)n(CC2CCCO2)c1C (stereo not given)
36: Nc1c(C(=O)Nc2ccccc2)cnn1-c1ccccc1
37: COc1ccc(NC(=O)c2c(NCc3cccc(OC)c3)sc3c2CCC3)cc1
38: Cc1ccc(Nc2nc3nonc3nc2NC(C)(C)C)cc1C
39: O=C(NC(=S)Nc1ccc(O)c(-c2nc3ccccc3s2)c1)c1ccc(Cl)cc1
40: COc1cccc2cc(C(=O)/C=C/c3ccc(F)cc3)c(=O)oc12
entry no.,33,34,35,36,37,38,39,40
MITF inh,1.1,6.2,12.7,11.9,3.7,9.2,11.3,0.7
FBW7 act,-0.2,-0.2,0.2,0.2,0.1,-0.1,0.2,-0.1
TEAD-YAP block,-10.6,1.3,19.4,-53.7,-0.1,28.7,1.1,8.2
GPR151 ag,0.1,-1.2,-0.9,-1.2,-0.1,0.8,0.6,2.2

41: Cc1ccc(C2(c3ccc(C)cc3)CC2C(=O)Nc2cccc(C)c2)cc1 (stereo not given)
42: Cc1nc2nc(CN)nn2c(C)c1CCC(=O)Nc1cc(F)ccc1F
43: CCn1c(SCC(=O)Nc2ccc(OC)cc2[N+](=O)[O-])nnc1-c1ccc(N)cc1
44: Cc1cc(/C=C2\NC(=S)NC2=O)c(C)n1-c1ccc(Br)cc1
45: CC(=O)NCC(=O)NCC1Cc2cc(C)cc(-c3ccc4nc(C)ccc4c3)c2O1 (stereo not given)
46: COc1ccccc1C1CN(CCNC(=O)CCc2c(C)n[nH]c2C)Cc2ccccc2O1 (stereo not given)
47: Cc1cc(NC(=O)CN2CCCCCCC2)no1
48: CCOC(=O)c1sc(=S)n(-c2ccc(N(C)C)cc2)c1N
entry no.,41,42,43,44,45,46,47,48
MITF inh,-13.9,3.4,5.0,-10.1,9.7,-6.6,-0.5,15.5
FBW7 act,-0.1,0.0,-0.2,-0.2,-0.1,-0.2,0.3,0.1
TEAD-YAP block,2.1,2.9,16.7,-7.5,3.5,8.5,14.5,-1.2
GPR151 ag,-0.5,-2.0,0.8,-0.5,-0.1,0.2,-0.1,-1.2

49: CC(C)n1cnc2c(Nc3ccccc3)nc(-c3ccc(N4CCOCC4)nc3)nc21
50: CCc1ccc(-c2nc3cc(NC(=O)c4ccc(-c5ccc(Cl)cc5)o4)ccc3o2)cc1
51: Cc1ccccc1S(=O)(=O)Cc1ccc(C(=O)NCCCN2CCCC(C)C2)o1 (stereo not given)
52: CC(C)N(Cc1ccccc1)C(=O)CN1C(=O)CN(C)C1=O
53: O=C(O)/C=C\C(=O)NCc1ccc2c(c1)OCO2
54: Cc1ccccc1CN1CCc2nnc(CNC(=O)C3CCCN(C)C3)n2CC1 (stereo not given)
55: NC(=O)c1cccc(-c2cnc3ccc(NCc4cccs4)nn23)c1
56: O=C(CN(C(=O)CCC(=O)Nc1nccs1)c1cccc(F)c1)NCC1CCCO1 (stereo not given)
entry no.,49,50,51,52,53,54,55,56
MITF inh,18.3,4.7,-19.7,4.5,-5.3,5.3,15.1,11.2
FBW7 act,0.2,0.1,0.2,0.0,0.5,0.1,-0.5,1.0
TEAD-YAP block,5.9,-0.5,-3.0,10.7,-15.8,0.3,22.3,-5.0
GPR151 ag,-2.8,-0.9,-0.4,3.1,-0.3,0.1,0.9,9.2*

57: Cc1ccc(-n2nc3ccc(NC(=O)c4ccc5ccccc5c4)cc3n2)cc1C
58: O=C1C(Cl)=C(Nc2ccc(F)cc2)C(=O)N1c1ccc(I)cc1
59: COc1ccc(/C=C2\SC(=O)N(CC(=O)Nc3ccccc3C)C2=O)cc1OC
60: O=S(=O)(Nc1nccnc1-c1ccc(COc2ccccc2)cc1)c1cccnc1
61: CCCCN(CC)C(=O)c1sc2ncnc(N3CCN(c4ccc(OC)cc4)CC3)c2c1C
62: CC1CCN(S(=O)(=O)c2ccc(Oc3ccc([N+](=O)[O-])cc3)cc2)CC1
63: CC(=O)Nc1cccc(Oc2ccc([N+](=O)[O-])cc2Cl)c1
64: COc1ccc(/C=N/NC(=O)c2ccn[nH]2)c(OC)c1
entry no.,57,58,59,60,61,62,63,64
MITF inh,5.8,14.9,8.3,18.5,-0.6,-0.6,14.8,6.6
FBW7 act,-0.2,0.1,0.1,-0.3,-0.3,-0.2,0.1,0.0
TEAD-YAP block,6.9,12.1,0.7,0.4,-0.1,12.8,-10.9,-39.7
GPR151 ag,0.0,0.3,0.2,-0.8,1.5,-1.8,1.3,-1.2

65: COc1cc(OC)nc(Oc2cccc(F)c2C(=O)O)n1
66: O=C(Cn1cnc2ccccc2c1=O)N1CCOCC1
67: CCCCC(=O)NC(=S)Nc1ccc(N2CCN(C)CC2)cc1
68: CCN(CC)CC(=O)N1CCCc2c1c(=O)oc1ccc(OC(C)=O)cc21
69: CCN=C1SC(CC(=O)Nc2cccc(C)c2)C(=O)N1CC (stereo not given)
70: CC1(C)Oc2ccc(Cl)cc2C2CC(c3ccc(F)cc3)=NN21 (stereo not given)
71: COC(=O)c1ccc(CN(Cc2ccc(OC)c(OC)c2)S(=O)(=O)c2ccc(F)c(C(=O)Nc3cc(C)ccc3C)c2)cc1
72: O=C(C[n+]1cc(-c2ccccc2)n2c1CCCCC2)c1ccc(Br)cc1
entry no.,65,66,67,68,69,70,71,72
MITF inh,9.6,-2.5,22.0,18.8,-10.6,19.3,-3.1,-4.3
FBW7 act,0.0,-0.1,-0.2,0.1,0.1,0.2,-0.1,-0.1
TEAD-YAP block,-8.8,3.2,-13.5,4.9,2.4,-47.2,3.7,13.1
GPR151 ag,-1.7,-1.9,1.9,-0.3,0.7,-2.3,0.4,0.7

73: Cc1c(Cc2ccccc2)c(NCCCO)n2c(nc3ccccc32)c1C#N
74: CCCc1nnc(NC(=O)c2ccc(SC)cc2OC)s1
75: CC(=O)N1N=C(c2ccc(F)cc2)CC1c1ccc(C)cc1 (stereo not given)
76: COC(=O)C1=CN(Cc2ccccc2Cl)C=C(C(=O)OC)C1c1ccc([N+](=O)[O-])cc1
77: COc1ccc2nc(N3CCC(C(=O)NCc4cccnc4)CC3)sc2c1
78: COc1cc(OC)c(OC)cc1/C=C1/SC(N2CCN(c3ccccc3)CC2)=NC1=O
79: CSc1ccccc1C(=O)Nc1nc2ccccc2c(=O)[nH]1
80: CCN1CCN(CCCOc2ccccc2[N+](=O)[O-])CC1
81: Cc1ccc(OCCSc2nc3ccccc3n2CCO)c(C(C)C)c1
82: Cc1cc(C(=O)COC(=O)/C=C/c2ccc3c(c2)OCO3)c(C)n1CC(F)(F)F
entry no.,73,74,75,76,77,78,79,80,81,82
MITF inh,-5.4,1.6,-2.9,8.4,2.7,12.4,11.2,73.5*,-6.8,11.7
FBW7 act,0.2,0.1,-0.4,-0.1,-0.1,0.4,0.8,0.1,-0.1,0.2
TEAD-YAP block,-12.0,-60.3,-5.7,0.1,-20.5,2.9,-20.8,1.9,-15.1,4.5
GPR151 ag,1.2,0.3,-1.2,0.4,-0.8,-1.1,1.3,0.3,-0.9,-0.6

# An unsorted share of the library. Share with any hit: about 3.4%.
